# ADAM10 inh – human ADAM10 inhibitors, primary screen, biochemical, QFRET, HTS | inhibition, % at 7 µM | 0.62% of 370,000 active | Disintegrin and metalloproteinase domain-containing protein 10 (Homo sapiens), O14672 | recombinant ADAM10, EDANS/DABCYL FRET peptide cleavage, 3 h | AID 720582, 2013;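 active means inhibition above a per-campaign cutoff equal to the mean of compounds falling between control-based bounds plus 3 SD, cut at about 20% in these data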;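 further: 0% = DMSO wells while the 100% control is not disclosed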
# Target sequence (O14672 214-748 limits assumed): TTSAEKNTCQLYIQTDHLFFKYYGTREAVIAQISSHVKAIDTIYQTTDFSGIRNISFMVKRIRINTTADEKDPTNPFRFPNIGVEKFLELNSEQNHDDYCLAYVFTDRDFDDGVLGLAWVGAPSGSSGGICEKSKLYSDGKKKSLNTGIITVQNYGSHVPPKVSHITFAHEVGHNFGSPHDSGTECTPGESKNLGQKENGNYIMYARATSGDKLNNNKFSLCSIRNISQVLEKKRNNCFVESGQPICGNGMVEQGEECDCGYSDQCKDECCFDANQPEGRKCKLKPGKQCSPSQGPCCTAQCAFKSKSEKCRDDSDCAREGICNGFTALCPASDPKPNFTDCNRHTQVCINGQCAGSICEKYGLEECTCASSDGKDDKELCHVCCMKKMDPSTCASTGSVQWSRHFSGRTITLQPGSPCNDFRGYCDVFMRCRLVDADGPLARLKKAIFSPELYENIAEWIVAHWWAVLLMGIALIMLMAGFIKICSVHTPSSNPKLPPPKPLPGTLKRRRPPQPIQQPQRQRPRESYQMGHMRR
# Tn6 DDE FP – inhibitors of Tn6 peptide binding to fibrin DD(E), primary screen, biochemical, fluorescence polarization, human fibrin, Tn6 probe; Fibrinogen beta chain (Homo sapiens), P02675; Fibrin DD(E) TRITC-Tn6 fluorescence polarization displacement; inhibition, % at 8.3 µM; 0.21% of 370,000 active; AID 720509, 2013;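 active means inhibition above a per-campaign cutoff: mean of compounds within control limits plus 3 SD, cut at about 15% in these data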;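 further: 0% = median of all compound wells on the plate and 100% = blocking peptide control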
# KLK7 zymogen act – proKLK7 zymogen activators, primary screen, biochemical, fluorescence intensity | Kallikrein-7 (Homo sapiens), P49862 | purified proKLK7, EDANS-DABCYL substrate fluorescence; 100% is mature enzyme control, 0% vehicle | activation, % at 7 µM | 0.9% of 370,000 active | AID 652039, 2013;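 active means activation above the mean of all tested compounds plus 3 SD, computed per campaign excluding outliers beyond control limits, cut at about 13% in these data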
# ASAP1 inh – inhibitors of human ASAP1 ArfGAP activity, primary screen, biochemical, fluorescence polarization. Arf-GAP with SH3 domain, ANK repeat and PH domain-containing protein 1 (Homo sapiens), …. ASAP1-stimulated ARF1 GTP hydrolysis, GDP FP detection. inhibition, % at 16.5 µM. 0.19% of 360,000 active. AID 624377, 2012; in the data active means inhibition above about 25%;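 further: 0% = vehicle with enzyme and substrate and 100% = no enzyme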
# GAA850 FXN act – FXN promoter activators, primary screen, cell-based, luciferase luminescence, HEK293 lucGAA850; 0.56% of 360,000 active; activation, % at 6 µM; AID 540364, 2011; HEK293 lucGAA850 FXN promoter luciferase reporter, 24 h; percent of 10 µM SAHA response;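 active means activation above the average of all compounds screened plus 3 SD, cutoff fixed separately per campaign, cut at about 7.5% in these data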;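 further: 0% = DMSO wells and 100% = 10 µM SAHA wells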
# ARFGAP1 inh – inhibitors of rat ARFGAP1 GAP activity, primary screen, biochemical, fluorescence polarization, GDP tracer | ADP-ribosylation factor GTPase-activating protein 1 (Rattus norvegicus), Q62848 | Arfgap1-stimulated ARF1 GTP hydrolysis, GDP FP detection | inhibition, % at 16.5 µM | 0.26% of 360,000 active | AID 651572, 2012;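 active means inhibition above a per-plate limit, mean inhibition of low control wells plus 3 SD, cut at about 25% in these data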;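 further: 0% = DMSO wells with enzyme and 100% = wells lacking Arfgap1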
#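 Assay system: Rat Arfgap1 GAP domain (His6, aa 1-136), purified enzyme | Buffer or medium: HEPES 25 mM pH 7.5, NaCl 150 mM, MgCl2, DTT | Schedule: GTP hydrolysis reaction 2 h at 25 °C | Signal: FP of antibody-bound GDP Alexa 633 tracer, ex 620/em 688 nm | Measure: Percent inhibition of Arfgap1-stimulated GTP hydrolysis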
# sPLA2-III inh – human group III sPLA2 inhibitors, primary screen, biochemical, QFRET, BODIPY PC-A2 liposome substrate. Group 3 secretory phospholipase A2 (Homo sapiens), Q9NZ20. QFRET BODIPY PC-A2 liposome hydrolysis, fluorescence. inhibition, % at 12.2 µM. 0.56% of 370,000 active. AID 743126, 2013;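 active means inhibition above mean plus 3 SD of compounds lying within the high and low control bounds, cut at about 19% in these data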;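 further: 0% = median of test compound wells and 100% = no enzyme DMSO wells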
# Target sequence (Q9NZ20 whole entry, looked up): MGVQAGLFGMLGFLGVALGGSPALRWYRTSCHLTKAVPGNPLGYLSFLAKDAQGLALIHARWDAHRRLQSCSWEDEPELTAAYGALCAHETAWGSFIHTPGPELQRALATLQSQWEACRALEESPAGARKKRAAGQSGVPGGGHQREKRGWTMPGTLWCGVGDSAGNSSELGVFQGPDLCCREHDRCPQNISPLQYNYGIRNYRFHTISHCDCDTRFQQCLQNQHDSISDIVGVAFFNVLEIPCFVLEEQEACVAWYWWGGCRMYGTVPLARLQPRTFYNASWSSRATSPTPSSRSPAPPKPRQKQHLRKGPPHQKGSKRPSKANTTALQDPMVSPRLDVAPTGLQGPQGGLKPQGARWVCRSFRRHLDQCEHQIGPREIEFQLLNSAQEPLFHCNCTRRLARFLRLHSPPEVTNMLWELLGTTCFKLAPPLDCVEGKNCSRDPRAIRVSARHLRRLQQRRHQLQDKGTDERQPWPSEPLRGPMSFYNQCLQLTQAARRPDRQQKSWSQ
# GC-A act – GC-A stimulated cGMP production enhancers – HEK293 GC-A cells, cGMP TR-FRET, EC30 ANP, primary screen | 0% at EC30 ANP, 100% saturating ANP | Atrial natriuretic peptide receptor 1 (Homo sapiens), P16066 | 0.14% of 370,000 active | AID 1671463, 2021 | activation, % at 10 µM; in the data active means activation above about 40%
# rCAG RNA binder – binders of r(CAG) RNA repeats, primary screen, biochemical, fluorescence; inhibition, % at 3 µM; r(CAG) RNA repeat, TO-PRO-1 dye displacement fluorescence; 1.3% of 370,000 active;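 active means inhibition above the plate cutoff, the mean of all test compounds on that plate plus 3 SD, cut at about 35% in these data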;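 further: 0% = DMSO alone and 100% = 100 µM mitoxantrone as full dye displacement; higher means more dye released from RNA so lower well fluorescence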
# NPR2 activator – human GC-B receptor activators, primary screen, HEK293 GC-B cells, cGMP TR-FRET, EC30 CNP | Atrial natriuretic peptide receptor 2 (Homo sapiens), P20594 | 0% at EC30 CNP, 100% saturating CNP | activation, % at 10 µM | 0.11% of 370,000 active;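 active means activation at 10 µM reaching about 35% in either raw or pattern-adjusted values, limit read from the data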
# * marks the source's active call; other numbers are inactive results; x = no result given.
Structure	ADAM10 inh	Tn6 DDE FP	KLK7 zymogen act	ASAP1 inh	GAA850 FXN act	ARFGAP1 inh	sPLA2-III inh	GC-A act	rCAG RNA binder	NPR2 activator
Cc1cc(=O)n(C)c(=O)n1CC(=O)N1CCCCCC1	2	5	-0.8	2	0.8	-11	8	2	-2	-2
COc1ccc(C)cc1NC(=O)CCN1CC(C)OC(C)C1 (stereo not given)	3	-3	0.2	-2	-0.4	3	3	-2	-7	-2
S=c1[nH]nc(CSCCOc2ccc(Cl)cc2Cl)o1	-8	2	0.3	-5	0.0	-5	8	16	14	-4
O=C(CCN1CCCCCC1)Nc1ccccc1F	2	3	0.2	-9	-0.2	-6	6	16	1	-2
COc1ccc(C(CC(=O)Nc2ccc(C)cn2)N2Cc3ccccc3C2=O)cc1 (stereo not given)	4	0	0.2	6	-0.2	7	4	-1	-4	-3
Cc1nc2cc(C(F)(F)F)ccc2n1CCNc1nc(-c2ccc(F)cc2)cs1	-3	0	3.6	-3	2.1	8	2	-1	10	4
COc1ccccc1C(=O)C1CCCN(C(=O)C2=CC(=O)CC(C)(C)O2)C1 (stereo not given)	1	1	0.7	-6	1.1	-1	-4	4	-3	0
COC(=O)c1c(NC(=O)CSc2ncnc3c2cnn3-c2ccccc2Cl)sc2c1CCCC2	-8	7	0.2	11	1.8	4	0	-4	4	5
O=C(Nc1ccccc1)N1CCC(c2nc(-c3ccc(S(=O)(=O)N4CCOCC4)cc3)no2)CC1	-2	0	-1.5	-2	-5.3	7	4	-2	-2	-3
Cc1ccc(OC(C)C(=O)N(Cc2cccs2)C2CCS(=O)(=O)C2)cc1C (stereo not given)	7	-2	0.3	7	0.9	-9	-8	0	-3	-3

# Ordered by the number under GC-A act (low to high): 3 from the list above
molecule	ADAM10 inh	Tn6 DDE FP	KLK7 zymogen act	ASAP1 inh	GAA850 FXN act	ARFGAP1 inh	sPLA2-III inh	GC-A act	NPR2 activator
COC(=O)c1c(NC(=O)CSc2ncnc3c2cnn3-c2ccccc2Cl)sc2c1CCCC2	-8	7	0.2	11	1.8	4	0	-4	5
COc1ccc(C(CC(=O)Nc2ccc(C)cn2)N2Cc3ccccc3C2=O)cc1 (stereo not given)	4	0	0.2	6	-0.2	7	4	-1	-3
S=c1[nH]nc(CSCCOc2ccc(Cl)cc2Cl)o1	-8	2	0.3	-5	0.0	-5	8	16	-4

# Record cards (already shown). Order of values: ADAM10 inh	Tn6 DDE FP	KLK7 zymogen act	ASAP1 inh	GAA850 FXN act	ARFGAP1 inh	sPLA2-III inh	GC-A act	rCAG RNA binder	NPR2 activator
# Results for O=C(CCN1CCCCCC1)Nc1ccccc1F : 2	3	0.2	-9	-0.2	-6	6	16	1	-2
# Results for Cc1cc(=O)n(C)c(=O)n1CC(=O)N1CCCCCC1 : 2	5	-0.8	2	0.8	-11	8	2	-2	-2

# Additional records
Structure	ADAM10 inh	Tn6 DDE FP	KLK7 zymogen act	ASAP1 inh	GAA850 FXN act	ARFGAP1 inh	sPLA2-III inh	GC-A act	rCAG RNA binder	NPR2 activator
Cc1ccc(N2C(=O)C(NC(=O)c3ccccc3F)(C(F)(F)F)C3=C2CC(C)(C)CC3=O)cc1 (stereo not given)	-6	-4	0.6	5	-0.8	-1	5	0	-8	-2
CCN(C(=O)COC(=O)c1ccc(Cl)c(N)c1)C1CCS(=O)(=O)C1 (stereo not given)	-60	2	0.0	21	-1.9	5	13	-1	0	0
O=C(c1ccncc1)N1CCN(S(=O)(=O)c2cc(C(F)(F)F)cc(C(F)(F)F)c2)CC1	-9	7	0.6	-10	-0.4	-10	10	3	6	0
C#CCNC(=O)CSCc1nc(-c2ccc(OCC)cc2)oc1C	-8	-6	x	x	x	x	-2	-1	x	-10
Cc1noc(NS(=O)(=O)c2ccc(NC(=O)CSc3nnc(-c4ccccc4)n3C3CCCCC3)cc2)c1C	-6	7	0.5	-2	-2.3	5	-54	-2	63*	-9
Cc1ccc(-n2c(CNc3ccc(F)cc3)nnc2SCC(N)=O)cc1	0	7	-0.4	9	0.1	6	13	-15	-4	-14
C[C@@]12C(=O)N(Cc3ccc(Cl)cc3)CC(=O)N1[C@H]1c3ccccc3OC[C@@H]1[C@@H]2c1ccccc1	19	-2	-0.2	-9	0.4	-6	-2	-6	5	-12
CCN(CC)C(=O)C1=C(C)N(Cc2ccccc2)C(=O)C(CC(=O)NC2CCCCC2)C1 (stereo not given)	6	-1	0.8	8	-2.9	-1	4	1	-3	3
CCOC(=O)N1CCN(CC(O)COc2ccccc2C(C)C)CC1 (stereo not given)	2	-1	-0.7	-3	1.9	-7	-1	-2	-12	1
N=c1ccn(Cc2ccc([N+](=O)[O-])cc2)cc1	5	9	0.3	-4	-0.9	2	12	2	-3	-3

# Next part.
# Values in the order: ADAM10 inh, Tn6 DDE FP, KLK7 zymogen act, ASAP1 inh, GAA850 FXN act, ARFGAP1 inh, sPLA2-III inh, GC-A act, rCAG RNA binder, NPR2 activator
- CCc1nc2ccc(C(=O)N(CC)CCN(C)C)cn2c1N(CC)C(=O)NCCc1ccccc1
 : -3, 4, -0.1, -2, 0.4, 0, 9, 1, -2, -6
- Cc1ccc(C(=O)NCC(=O)NCCSc2ccc(Br)cc2)cc1
 : 6, 5, 0.1, 2, 0.7, -9, 0, -1, 1, -6
- O=C(NCc1ccc(Cl)cc1Cl)c1ccccn1
 : 2, -3, 0.4, 14, 0.8, -4, -5, 2, 1, 6
- CC1(C(=O)NCc2ccccc2)Cc2c(-c3cccc(C(F)(F)F)c3)ccnc2O1 (stereo not given)
 : -6, -6, 0.0, 7, -1.8, 10, 9, -3, 2, 3
- CC(=O)NC1=NN(C(C)=O)C(C)(c2ccco2)S1 (stereo not given)
 : -4, -5, -0.4, 0, 3.5, -2, 5, -3, 0, -1
- COc1ccccc1NC(=O)C1C2C=CC(C2)C1C(=O)NCc1cccnc1 (stereo not given)
 : -2, 2, 0.1, -4, 1.0, 3, 4, -2, -3, 0
- CC(=O)c1ccc(NC(=O)C[n+]2cccc(C)c2)cc1
 : -2, -8, 0.0, 1, -0.1, 2, 0, 12, -1, -1
- CCCn1c(Cc2ccccc2)n[nH]c1=S
 : -5, -3, 0.5, 11, -0.8, 2, 13, 9, -1, 1
- COc1cccc(CNC(=O)c2cc3c(C)nc4ccccc4c3o2)c1
 : -18, -2, -0.9, 10, -1.5, 4, -6, 11, 3, 0
- COc1cccc(C(=O)NCCSc2ccc(F)cc2)c1
 : -3, 1, -0.6, 4, 5.4, -7, 5, 2, -3, 0
- O=C(CC[C@H]1O[C@@H](n2cnc3c(NC(=O)c4ccccc4)ncnc32)[C@H](O)[C@@H]1O)N[C@@H](CO)c1ccccc1
 : -4, 7, -0.2, 2, x, 0, 9, 1, 1, 1
- COC(=O)CCCNC(=O)OCc1ccc([N+](=O)[O-])cc1
 : -5, 3, -0.2, 5, -1.1, 6, -1, 2, -1, -1
- O=C(Cc1ccccc1)NCC(=O)N1CCCCCC1
 : -1, -7, -0.5, 8, 0.3, -3, 18, 6, 2, 0
- COc1cccc(C(=O)NCC(=O)N/N=C/c2ccc(OC(=O)c3cccs3)c(OC)c2)c1
 : 8, 1, 0.1, -4, -0.1, 0, -17, -2, 7, 0
- COC(=O)CC1(C(=O)OC)Oc2ccc(Br)cc2C(=O)N1c1ccc(Br)cc1Cl (stereo not given)
 : 6, -1, 0.9, 2, -1.4, -8, -3, -2, -2, -4
- CN(C)CCn1c(=N)n(CC(O)c2ccc(Cl)c(Cl)c2)c2ccccc21 (stereo not given)
 : -4, 8, 0.2, -10, -2.5, -4, 0, -17, 6, -17
- CCOc1ccc(N(CC(=O)N/N=C(\C)c2cccc(NC(C)=O)c2)S(=O)(=O)c2ccccc2)cc1
 : 4, 8, -0.7, 4, -3.0, -2, 0, -3, 13, 1
- CN(c1ccc(OCC(=O)Nc2ccccc2C(=O)O)cc1)S(=O)(=O)c1ccc(Cl)cc1
 : -14, -4, -0.1, -8, -2.6, 0, -14, -1, 55*, 3
- Cc1sc(-c2ccccn2)nc1OC(=O)c1ccc(Cl)c(Cl)c1
 : 5, 1, 0.0, 5, -3.5, 7, -2, -3, 1, 0
- COc1ccc(C(=O)NCC(c2ccco2)N2CCc3ccccc3C2)c(OC)c1 (stereo not given)
 : 2, -9, -0.3, -5, -0.3, -15, -5, -8, 3, 4
- C=CCn1c(CCSCc2ccc(OC)c(C)c2)n[nH]c1=S
 : 8, 0, -0.5, 5, 2.1, 12, 14, -7, 0, -1
- O=C(CC(Cc1ccccc1)c1ccco1)NCc1ccco1 (stereo not given)
 : 3, 0, -0.1, -11, -0.6, -20, -7, 0, 0, 9
- C=C(C(=O)c1ccccc1)C(CC(=O)c1ccccc1)c1ccccc1 (stereo not given)
 : 2, 2, -0.6, -10, -11, 12, -2, -5, -1, 1
- CC1CCN(CCCCOc2ccccc2[N+](=O)[O-])CC1
 : -3, -2, -0.2, -4, -2.3, 9, 3, 1, -1, -3
- CN(C)C(CNC(=O)c1cccc(S(=O)(=O)NCc2ccccc2)c1)c1ccccc1 (stereo not given)
 : -6, 0, 0.0, 2, -0.5, -13, -13, -1, -6, 2
- CCN(CC)P(=O)(c1ccccc1)c1c(C)nc2ccccn12 (stereo not given)
 : 0, -6, 0.1, -6, 0.7, 5, -3, -6, -2, -2
- COc1ccc2cc(C)c(SCC(=O)Nc3cc(C)on3)nc2c1
 : -7, 1, 0.0, 0, 0.2, -5, 3, -6, -3, -4
- CCOC(=O)c1ccc(NC(=O)CSc2nnc(Cn3c(=O)sc4ccccc43)n2C)cc1
 : -9, 1, -0.3, -10, 0.0, 0, -3, -1, 3, 4
- O=C1CCC(N2C(=O)c3ccccc3C2=O)C(=O)N1 (stereo not given)
 : 7, 0, 0.7, 8, 0.0, 4, 5, 3, 4, 1
